GSIS activator: GLuc luminescence reporter in INS-1E cells, primary screen for activators of glucose-dependent secretion of insulin. INS-1E GLuc reporter insulin secretion, 2-3 h. activation, % at 16.6 µM. hit rate 0.61% among 370,000. AID 743287, 2014;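 active = lowest replicate activation of at least 40%, so every replicate reaches that level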;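 note: 0% = median of neutral control wells and 100% = median of IBMX positive control wells; some compounds called inactive have numbers as strong as hits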
Xi reactivation: activators of inactive X chromosome reactivation, primary screen, imaging, XiGFP fibroblasts, GFP high-content imaging, set 2 | XiGFP mouse fibroblasts, % GFP-positive cells imaging, 3 d; cells co-treated with 5-aza-dC sensitizer; scaled so ellipticine positive control = 100% | activation, % at 7.58 µM | hit rate 0.055% among 360,000 | AID 743238, 2013;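 active = mean normalized replicate activation at least 10% and every replicate at or above 10%; inconclusive = only one of the two criteria met; inactive = mean below 10% and not all replicates reach 10%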;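 note: 0% = median of on-plate neutral control wells and 100% = ellipticine 6 µM median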
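Material: XiGFP fibroblasts, SV40-immortalized; Buffer or medium: DMEM containing 5-aza-dC; Compound dosing: single point; Times: 3 days compound exposure.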
EWS-Fli block: EWS/Fli-driven NR0B1 reporter inhibitors, primary screen, A673 cells, NR0B1 luciferase, luminescence, MLPCN library | viability-normalised | inhibition, % at 12.6 µM | hit rate 0.67% among 350,000 | AID 651661, 2012;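 active = mean inhibition of at least 50% after viability correction, with every replicate also passing that limit; inconclusive = mean reaches 50% but only one of two replicates passes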;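 note: firefly luciferase signal divided by Alamar Blue viability fluorescence both relative to DMSO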
PAX8 reporter: inhibitors of PAX8-driven TPO luciferase reporter, primary screen, RMG-I cells, single concentration; SteadyGlo, 24 h; inhibition, % at 12.6 µM; hit rate 1.2% among 360,000;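 active = mean replicate inhibition at least 60% with every replicate also reaching 60%; inconclusive = only one of the two criteria is met; inactive = mean below 60% and not all replicates reaching 60%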;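 note: luciferase light reporting Pax8 driven TPO promoter activity; plate controls were median of neutral control wells for no effect and mitoxantrone controls for full effect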
DENV2 CPE: inhibitors of DENV2 cytopathic effect, primary screen, cell-based, plate reader, single concentration. DENV2-infected cells, cytopathic effect rescue. CPE inhibition, % at 9.99 µM. hit rate 1.7% among 350,000. AID 651640, 2012; in the data active = CPE inhibition above about 20%, passing the limit was not always enough; inconclusive = no clear call, values can overlap the other calls; tested in BHK-21 cells;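 note: 0% = median of neutral control wells and 100% = median of positive control wells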
ARNT-TACC3 inh: disruptors of ARNT/TACC3 protein interaction, primary screen, biochemical, AlphaScreen, single concentration; hit rate 0.66% among 390,000; inhibition, % at 9.99 µM; Transforming acidic coiled-coil-containing protein 3 (Homo sapiens), Q9Y6A5; AlphaScreen His-ARNT PAS-B/GST-TACC3 binding, luminescence; TACC3 fragment carries E629A point mutation;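 active = mean inhibition of replicates at least 50% and at least half of replicates each reaching 50%; inconclusive = half or more replicates reach 50% but mean below 50%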;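 note: 0% = complete ARNT plus TACC3 wells and 100% = ARNT alone without TACC3; many hits fall short of the cut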
ERp5 inh: inhibitors of ERp5-driven insulin aggregation, primary screen, biochemical, turbidity, absorbance 650 nm, single point | Protein disulfide-isomerase A6 (Homo sapiens), Q15084 | 90 min | inhibition, % at 9.99 µM | hit rate 0.05% among 350,000 | AID 651711, 2012;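 active = mean replicate inhibition above about 25%, with every replicate also reaching it, limit read from the data, passing the limit was not always enough; inconclusive = only one of those two criteria met; inactive = neither criterion met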
Target sequence (Q15084 whole entry, looked up): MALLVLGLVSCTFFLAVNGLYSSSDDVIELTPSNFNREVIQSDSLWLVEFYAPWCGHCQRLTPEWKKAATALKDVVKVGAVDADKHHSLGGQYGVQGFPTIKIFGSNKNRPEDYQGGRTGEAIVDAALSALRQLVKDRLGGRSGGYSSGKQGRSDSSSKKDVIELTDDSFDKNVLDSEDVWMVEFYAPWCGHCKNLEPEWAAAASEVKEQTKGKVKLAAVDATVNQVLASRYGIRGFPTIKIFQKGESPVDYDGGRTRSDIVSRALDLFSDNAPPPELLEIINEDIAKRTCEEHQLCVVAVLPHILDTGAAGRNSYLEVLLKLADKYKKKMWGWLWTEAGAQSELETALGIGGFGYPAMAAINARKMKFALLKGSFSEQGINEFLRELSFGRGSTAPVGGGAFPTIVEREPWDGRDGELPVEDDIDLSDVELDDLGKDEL
CFTR F508del cor: F508del CFTR correction, initial screen, CFBE line, single point | CFBE cells, YFP halide quenching; stimulated with forskolin plus potentiator P3; % fluorescence drop versus neutral controls | activity (quench increase), % at 7.58 µM | hit rate 0.36% among 350,000 | AID 720511, 2013;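 active = mean added fluorescence quench of at least 8% versus neutral control, with both replicates also reaching 8%; inconclusive = only one of the mean or replicate conditions met; inactive = mean below 8% and not both replicates reaching 8%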;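 note: cells transiently co-express mutant CFTR-F508del with the halide-sensitive YFP; corrector assay measuring rescue of mutant channel to the surface after 24 h compound exposure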
An asterisk follows results filed as active; ? = inconclusive; . = not tested or not shown.

Each structure is followed by: GSIS activator	Xi reactivation	EWS-Fli block	PAX8 reporter	DENV2 CPE	ARNT-TACC3 inh	ERp5 inh	CFTR F508del cor
1: COc1ccc(N=C2SC(CC(=O)Nc3ccccc3)C(=O)N2Cc2ccccn2)cc1 (configuration not stated)
 : 7	0.0	22	-8	-3	7	2	-1.9
2: O=c1[nH]c(N/N=C/c2cc3c(cc2[N+](=O)[O-])OCO3)nc2ccccc12
 : -9	0.6	-5	-1	13	7	22	-0.9
3: COc1ccc(CCN(C)S(=O)(=O)c2ccc(Cl)nc2)cc1OC
 : 15	-0.2	9	12	-2	1	-4	0.3
4: COc1ccccc1-c1ccc2c(c1)[C@H]1[C@H](CCN1C(=O)C1CCCC1)[C@@H](CO)N2
 : -36	0.1	-4	.	-1	.	2	1.8
5: CC(O)(c1ccc(F)c(F)c1)c1nc(-c2ccc(Cl)cc2)cs1 (configuration not stated)
 : -6	0.0	4	-3	-6	.	1	1.8
6: CCN(CC)S(=O)(=O)c1cc(NC(=O)c2ccccc2OCc2c(C)noc2C)ccc1C
 : 3	-0.9	5	20	9	.	0	3.7
7: O=C(C1CCOCC1)N1CCCC(N2CCN(c3cccc(Cl)c3)CC2)C1 (configuration not stated)
 : -2	-0.1	.	-6	2	-7	.	-2.0
8: CCN(C(=O)Cn1nc(C)c([N+](=O)[O-])c1C)c1c(N)n(Cc2ccccc2)c(=O)[nH]c1=O
 : 4	0.0	1	1	13	2	0	-2.6
9: CCCN1CN(Cc2ccccc2)CNC1=S
 : 6	-0.1	.	15	.	-2	.	.
10: Cc1ccc(C(=O)NNC(=O)c2cccnc2SCc2cccc([N+](=O)[O-])c2)cc1
 : -4	0.1	.	-18	.	-1	.	.
11: Cc1cccc(CCN2CCN=C2N(C)C)c1
 : .	0.1	7	-7	-2	-3	2	2.7
12: CC(=O)COC(=O)C1CC(=O)N(c2ccc(C)c(C)c2)C1 (configuration not stated)
 : -25	0.1	-12	-5	18	.	2	.
13: O=C(Cc1c(F)cccc1Cl)OCN1C(=O)c2ccccc2C1=O
 : 9	0.5	3	-7	2	-4	1	-1.0
14: COc1ccc(CNC(=O)c2cnc3scc(C)n3c2=O)cc1
 : .	0.5	-9	16	?	-8	1	-3.4
15: Cc1ccc(C)c(N2CCN(CCCNC(=O)Cn3cccc3C(=O)c3ccccc3)CC2)c1
 : -12	0.0	9	20	5	28	3	-5.2
16: CO[C@@H]1CN(C)C(=O)c2ccc(NC(=O)C3CCOCC3)cc2OC[C@H](C)N(C(C)=O)C[C@@H]1C
 : -1	0.4	-1	1	-7	-14	-3	-2.0
17: O=C(COc1ccc(S(=O)(=O)NCc2ccccc2)cc1)NCc1cccnc1
 : -4	0.1	3	7	-5	-17	-1	0.4
18: CCc1nc2ccccc2n1CC(=O)Nc1cc(C)on1
 : 8	0.2	3	11	-7	1	0	2.6
19: O=C(/C=C/c1cccs1)NCc1cccs1
 : -18	-0.1	-41	9	2	.	1	-0.8
20: CC(=O)N1CCc2c(sc(NC(=O)C3CCN(S(=O)(=O)c4cccs4)CC3)c2C(N)=O)C1
 : 11	-0.1	5	5	-5	3	8	-4.7
21: COc1cccc(CSc2nc(N)cc(N)n2)c1
 : -6	0.0	0	-15	14	2	3	1.5
22: CCCC(=O)N1CCC1(C)C(=O)NCc1ccc(SC)cc1 (configuration not stated)
 : 4	-0.1	-1	8	6	.	2	2.2
23: CC(C)(C)[S@@](=O)N1Cc2cc(C(=O)N[C@@H]3CCN(Cc4ccccc4)C3)nc(-c3cccc(-c4ccncc4)c3)c2[C@H]1CCO
 : -40	0.0	7	-2	-2	.	-2	-1.8
24: C[C@H](CO)N1C[C@H](C)[C@@H](CN(C)C(=O)Nc2ccc3c(c2)OCO3)OCCCC[C@H](C)Oc2ccc(NC(=O)Nc3ccccc3)cc2C1=O
 : 13	0.2	-24	0	6	10	1	0.6
25: CCCCN(C)C(=O)c1sc(=O)n(Cc2ccccc2C#N)c1C
 : -4	0.1	-5	-3	-1	.	0	2.6
26: COc1ccc2c3c([nH]c2c1)[C@@H](CO)N(Cc1nccs1)CC31CN(Cc2ccncc2)C1
 : 6	0.0	1	.	54*	.	-4	2.9
27: COc1ccc(CN(C)C[C@@H]2OCCCC[C@@H](C)Oc3ccc(NC(=O)NC(C)C)cc3C(=O)N([C@@H](C)CO)C[C@H]2C)cc1
 : -2	-0.1	0	-1	-3	5	3	1.3
28: COC(=O)CSC(=S)N1C(C)CCCC1C (configuration not stated)
 : 7	-0.1	1	0	9	-5	-5	5.2
29: Cc1ccc(S(=O)(=O)Nc2ccc3c(c2)C(=O)N([C@H](C)CO)C[C@H](C)[C@H](CN(C)CC2CC2)OCCCC[C@@H](C)O3)cc1
 : 6	0.2	-2	-1	1	-6	1	3.5
30: Cc1ccc(NC(=O)CSc2nnc(Cn3c(=O)sc4ccccc43)n2C)cc1Cl
 : 19	0.2	4	16	4	-5	-3	1.2
31: Cc1cc(Nc2ccc(F)cc2C)n2nc(C)nc2n1
 : 2	0.3	-2	5	3	.	-1	2.2
32: CC(=O)c1ccc(NC(=S)N2CCN(CCN3C(=O)c4cccc5cccc(c45)C3=O)CC2)cc1
 : 9	-0.1	1	9	-3	-2	-3	.
33: CN(Cc1ccccc1)S(=O)(=O)c1ccc2c(c1)n(C)c(=O)c(=O)n2C
 : -1	0.0	-16	-7	0	-3	-5	-0.3
34: Cc1[nH]n(-c2ccccc2)c(=O)c1C=Nc1ccc(S(N)(=O)=O)cc1
 : -3	0.1	9	13	1	-2	-2	-2.5
35: CCOC(=O)c1c(C)oc2c1c(C=NC1CCS(=O)(=O)C1)c(O)c1ccccc12 (configuration not stated)
 : 21	0.1	.	-4	.	6	.	.
36: O=C(Nc1nnc([C@H]2C[C@H](O)[C@@H](CO)O2)s1)c1cccc(Oc2ccccc2)c1
 : 1	-0.1	-6	-6	-1	.	2	-1.8
37: Cc1noc(C)c1S(=O)(=O)Nc1ccc2c(c1)C(=O)N([C@@H](C)CO)C[C@H](C)[C@H](CN(C)S(=O)(=O)c1cn(C)cn1)OCCCC[C@H](C)O2
 : 19	-0.1	-11	-2	18	4	-1	1.3
38: CNC[C@@H]1OCCCC[C@H](C)Oc2ccc(NS(=O)(=O)c3ccc(F)cc3)cc2C(=O)N([C@@H](C)CO)C[C@@H]1C
 : -8	0.0	2	-17	1	-1	1	-0.9
39: CCC(C)NC(=S)N(Cc1cc2cc(C)ccc2n2nnnc12)CC(C)(C)NC(C)C (configuration not stated)
 : -5	-0.1	-1	-33	0	-2	-2	-0.6
40: COc1ccccc1N1CCN(c2cc(C)nc3nc(C)nn23)CC1
 : 2	0.2	-5	-3	-6	.	-1	2.6
41: Cc1ccc(-c2nnc(Cc3ccc(Cl)cc3)o2)cc1
 : 11	0.1	-94	-110	-5	-9	1	-2.8
42: C[C@@H]1CCCCO[C@H](CN(C)C(=O)c2ccncc2)[C@@H](C)CN([C@H](C)CO)C(=O)c2cc(NC(=O)c3ccccc3)ccc2O1
 : -4	0.2	.	-15	-3	3	-7	-1.0
43: CC1=NN(C(N)=S)C(=O)C1N=Nc1c(Cl)cc([N+](=O)[O-])cc1Cl (configuration not stated)
 : -27	1.0	-32	50	4	21	1	-2.5
44: CC(C)Cn1c(-c2cc([N+](=O)[O-])ccc2Cl)nc2c1c(=O)[nH]c(=O)n2Cc1ccccc1
 : -19	0.6	.	15	.	3	.	.
45: C/C(=N\NC(=O)c1cc2ccccc2cc1O)c1ccc(C)o1
 : -8	0.0	.	-43	1	-4	-2	-0.6
46: CCOC(=O)C1CCCN(Cc2nc3ccc([N+](=O)[O-])cc3c(=O)n2-c2ccc(OC)cc2OC)C1 (configuration not stated)
 : .	0.0	11	20	1	6	1	-3.4
47: CCN(c1ccccc1)S(=O)(=O)c1ccc(C(=O)NCC(=O)Nc2ccc(F)c(F)c2F)cc1
 : 22	0.0	34	23	?	-1	2	-0.2
48: COc1ccc(NC(=O)Nc2ccc3c(c2)C(=O)N([C@H](C)CO)C[C@@H](C)[C@@H](CN(C)C(=O)NC(C)C)O3)cc1
 : 21	0.1	-20	-3	8	-7	-4	-1.6
49: CN(C)CC#Cc1ccc([C@@H]2[C@@H](CO)N3CCCCN(C(=O)NC4CCCC4)C[C@H]23)cc1
 : 33	0.0	-7	6	-6	-1	1	-2.5
50: COC(=O)COc1ccc(S(=O)(=O)N2CCCCC2)cc1[N+](=O)[O-]
 : 11	0.0	-1	-91	-2	-2	1	0.8
51: Cn1ccnc1SCC(=O)c1c[nH]c2ccccc12
 : -1	0.0	-83	-141	?	5	3	-0.5
52: O=C(CN1CCOCC1)N1[C@H](CO)[C@H]2c3ccccc3NC[C@H]21
 : 12	0.0	6	2	5	1	6	-1.2
53: Cc1cc(C)cc(NC(=O)CCN2C(=O)c3ccccc3S2(=O)=O)c1
 : 15	0.6	-1	-16	0	0	17	1.0
54: C[C@H]1CCCCO[C@@H](CN(C)C)[C@@H](C)CN([C@@H](C)CO)C(=O)c2cc(N(C)C)ccc2O1
 : 4	0.0	-1	5	-10	-9	-3	-0.6
55: Cc1c(C(=O)O)cccc1-c1ccc(/C=C2\SC(=O)NC2=O)o1
 : -24	0.2	18	-9	19	5	4	-3.1
56: CC1CC(C)CN(CCCNC(=O)c2csc3c2CCCCC3)C1 (configuration not stated)
 : .	0.4	2	-14	-5	11	7	-3.4
57: COc1cc(OC)cc(C(=O)Nc2ccccc2S(=O)(=O)N2CCCC2OC(C)=O)c1 (configuration not stated)
 : .	0.3	-6	-14	6	-9	0	1.9
58: CN(Cc1ccccc1F)c1nc(-c2cccs2)nc2ccccc12
 : 10	0.3	4	22	-1	-5	3	.
59: CCN(CC)C(=O)C1CCN(C(=O)c2oc3ccc(C)cc3c2C)CC1
 : -6	0.3	.	-37	6	26	3	1.0
60: COc1ccc(NC(=S)NNC(=O)C2CC2c2ccc(C)cc2)cc1 (configuration not stated)
 : -30	-0.1	.	5	.	4	.	.

(continued)
Each structure is followed by: GSIS activator	Xi reactivation	EWS-Fli block	PAX8 reporter	DENV2 CPE	ARNT-TACC3 inh	ERp5 inh	CFTR F508del cor
61: C[C@@H]1CCCCO[C@H](CN(C)Cc2ccncc2)[C@H](C)CN([C@H](C)CO)C(=O)c2cc(NC(=O)Nc3cccc4ccccc34)ccc2O1
 : -18	0.0	8	.	3	17	2	-0.7
62: C[C@H](CO)N1C[C@H](C)[C@@H](CN(C)Cc2ccccc2)Oc2c(NS(=O)(=O)c3ccc(Cl)cc3)cccc2C1=O
 : 5	0.1	-1	9	1	-8	0	-2.6
63: CC(C)(CO)NCc1c(OCc2ccc(Cl)cc2)ccc2ccccc12
 : -25	0.5	14	34	-8	3	0	3.7
64: NC(=O)C1=C(N=C2CCCCC2)CCCC1
 : .	0.1	-1	-5	-6	-13	-1	-0.5
